# UBC13 inh: inhibitors of human UBC13 polyubiquitin chain formation; TR-FRET; inhibition, % at 20 µM; 0.47% of 330,000 active; in the data active means inhibition above about 45%, passing the limit was not always enough
# SENP1 inh: SENP1 (human) catalytic domain inhibition; AID 624204; inhibition, % at 10 µM; Q9P0U3; recombinant SENP1 catalytic domain, CyPet-SUMO1-YPet FRET cleavage; 0.21% of 360,000 active;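 active means inhibition at least 30% at 10 µM, raw YFP signal under a set limit, fluorescence ratio 0.5 to 1.5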;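 further: 0% = enzyme with DMSO and 100% = no enzyme wells; some results filed as inactive read as strong as hits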
# Target sequence (Q9P0U3 419-644 limits assumed): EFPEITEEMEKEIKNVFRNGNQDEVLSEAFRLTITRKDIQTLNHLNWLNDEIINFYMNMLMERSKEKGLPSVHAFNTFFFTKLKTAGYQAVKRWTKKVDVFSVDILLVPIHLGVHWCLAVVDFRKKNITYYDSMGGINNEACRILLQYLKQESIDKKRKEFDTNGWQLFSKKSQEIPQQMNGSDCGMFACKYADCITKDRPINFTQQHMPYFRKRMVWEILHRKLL
#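 Controls: no-enzyme wells low, DMSO-plus-enzyme wells high control. Test system: human recombinant His6-tagged SENP1 catalytic domain enzyme. Reagent: SFCypet-SUMO1-SFYpet FRET protein substrate, 25 nM final. Doses: one dose per compound, 10 µM, 0.5% DMSO. Detection: FRET, CFP and YFP emission. Timing: 50 min reaction at room temperature.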
# MIN6 prolif: induces beta-cell replication in MIN6 cells; MIN6 cells proliferation, ATPlite luminescence, 48 h; cells starved in 0.2% serum; 100% = growth in 10% serum; proliferation, % at 10 µM; 0.29% of 330,000 active;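 active means compounds whose signal lies at least 3.5 SD above the mean of all wells on their plate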;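 further: 0% = DMSO-treated cells in low-serum medium and 100% = 10% serum control; some compounds called inactive have numbers as strong as hits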
# SENP8 block-1: inhibitors of human SENP8 protease. recombinant SENP8, Nedd8 substrate fluorescence. inhibition, % at 20 µM. 0.64% of 360,000 active. AID 602440; in the data active means inhibition mostly above about 40%, no sharp cut-off; inactive means mostly below about 27%
# Target sequence (Q96LD8 whole entry, looked up): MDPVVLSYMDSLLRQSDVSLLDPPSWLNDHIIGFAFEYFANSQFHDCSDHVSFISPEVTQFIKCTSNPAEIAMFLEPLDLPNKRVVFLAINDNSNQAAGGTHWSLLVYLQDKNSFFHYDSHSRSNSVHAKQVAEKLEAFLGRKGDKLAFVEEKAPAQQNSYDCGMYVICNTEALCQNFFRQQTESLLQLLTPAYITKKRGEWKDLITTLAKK
# PfGluPho inh: PfG6PD (Plasmodium falciparum) enzyme inhibition | inhibition, % at 20 µM | 0.78% of 350,000 active | PfGluPho enzyme, NADPH resazurin-diaphorase fluorescence | AID 504690;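 active means inhibition reaching at least a set limit at 20 µM in the primary screen, cut at about 59% in these data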;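 further: 0% = DMSO wells with substrate and 100% = DMSO wells lacking glucose-6-phosphate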
# SENP6 block: inhibitors of human SENP6 protease; Q9GZR1; Recombinant SENP6 catalytic domain, aminoluciferin luminescence; inhibition, % at 10 µM; 1.8% of 330,000 active; AID 2599;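 active means inhibition above about 50% at the single tested dose, limit read from the data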;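 further: plate controls were DMSO wells with enzyme for no effect and DMSO wells lacking enzyme for full effect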
# Target sequence (Q9GZR1 628-1112 limits assumed): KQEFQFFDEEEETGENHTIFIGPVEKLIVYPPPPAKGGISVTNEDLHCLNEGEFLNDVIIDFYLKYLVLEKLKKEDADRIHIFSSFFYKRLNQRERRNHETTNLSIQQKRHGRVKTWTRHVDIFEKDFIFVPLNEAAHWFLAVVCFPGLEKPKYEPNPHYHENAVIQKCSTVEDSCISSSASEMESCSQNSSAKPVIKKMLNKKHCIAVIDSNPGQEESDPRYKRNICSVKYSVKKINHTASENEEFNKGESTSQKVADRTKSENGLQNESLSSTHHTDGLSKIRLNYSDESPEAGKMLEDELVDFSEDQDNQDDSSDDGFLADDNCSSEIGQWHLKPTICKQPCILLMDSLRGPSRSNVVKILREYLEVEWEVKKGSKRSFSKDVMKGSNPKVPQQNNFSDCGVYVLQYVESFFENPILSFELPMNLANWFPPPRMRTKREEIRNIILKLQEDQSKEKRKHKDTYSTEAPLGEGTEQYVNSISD
# HKDC1 inh: blocks human hexokinase HKDC1 activity | Q2TB90 | recombinant HKDC1, G6PDH/diaphorase resazurin coupled fluorescence | inhibition, % at 20 µM | 0.16% of 340,000 active;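 active means inhibition above about 35% when tested at 20 µM, limit read from the data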;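 further: plate controls were DMSO wells with enzyme for no effect and DMSO wells lacking enzyme for full effect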
#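 Test system: recombinant HKDC1 (HK5) hexokinase enzyme, produced in-house; Amount: enzyme 5 µg/mL final; Buffer or medium: Tris pH 8.0 buffer with MgCl2, Tween-20, BSA, BME; Reagent: glucose and ATP substrates; Doses: 20 µM test compound, 1% DMSO; Incubation: 90 min reaction incubation at room temperature, dark; Detection: resorufin fluorescence at 613 nm.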
# SENP7 block: inhibitors of human SENP7 protease; Q9BQF6; recombinant SENP7, Z-RLRGG-aminoluciferin luminescence, 40 min; inhibition, % at 5 µM; 1.5% of 330,000 active;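 active means inhibition above about 50% at the single test dose, limit read from the data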;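 further: plate controls were DMSO with enzyme for no effect and no enzyme buffer wells for full effect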
# SENP8 block-2: SENP8 protease inhibition | inhibition, % at 10 µM | 1.2% of 330,000 active | Q96LD8 | purified SENP8, Z-RLRGG-aminoluciferin cleavage, luminescence | AID 2540; in the data active means inhibition above about 50%
# * hit, by the source's call; i = inactive; · = not tested or not shown.
# Order of values: UBC13 inh | SENP1 inh | MIN6 prolif | SENP8 block-1 | PfGluPho inh | SENP6 block | HKDC1 inh | SENP7 block | SENP8 block-2
[1] CCN(C(=O)COC(=O)c1ccc(N2C(=O)c3ccccc3C2=O)cc1)C1CCS(=O)(=O)C1 (stereo not given)
  6 | 2 | -2 | 3 | -12 | 19 | 13 | 1 | 6
[2] CCOc1ccc(S(=O)(=O)NCCC(=O)Nc2ccncc2)cc1
  2 | 3 | 0 | 1 | 11 | 3 | -5 | 1 | 5
[3] CC(=O)c1cccc(NC(=O)NCCS(C)=O)c1 (stereo not given)
  -7 | 1 | 0 | 5 | -4 | 11 | -7 | 8 | 12
[4] CNC(=S)Nc1sc2c(c1C(=O)OC)CCC2
  20 | -3 | -3 | -18 | 20 | -15 | 0 | -13 | -4
[5] COc1ccc(C(=O)NC(=S)Nc2nc(-c3ccc(OC)c(Br)c3)cs2)cc1Br
  -12 | 2 | -3 | 6 | 0 | 13 | -4 | -1 | 7
[6] O=C(NC1(C(F)(F)F)NC(=O)N(Cc2cccnc2)C1=O)c1cccs1 (stereo not given)
  2 | 2 | 0 | 18 | 9 | -24 | -7 | -2 | 8
[7] CCNc1nc(SC(C)C(=O)Nc2ccccc2)nc(N(C)C)n1 (stereo not given)
  -12 | 2 | -3 | 9 | 8 | -8 | -1 | -12 | -4
[8] COc1ccc(-c2nnc(-c3ccc(N(C)C)cc3)o2)cc1
  9 | -8 | -2 | -304 | 5 | 3 | -8 | 4 | -10
[9] CC(=O)Nc1ccc(OCC(O)CN2CCN(Cc3ccccc3)CC2)cc1 (stereo not given)
  -11 | 1 | -2 | 5 | -9 | 3 | -14 | -2 | -5
[10] O=C(NC(=S)N1CCCCC1CO)C12CC3CC(CC(C3)C1)C2 (stereo not given)
  -10 | 0 | -1 | -2 | 5 | 0 | -4 | -1 | 1
[11] O=C(Cc1ccccc1Cl)Nc1cccc(S(=O)(=O)N2CCCCCC2)c1
  -2 | 1 | -4 | 8 | 15 | 19 | 0 | 0 | -1
[12] Cc1cc(-c2ccccc2)c(C#N)c(=S)[nH]1
  · | -5 | · | 9 | 45 | · | -2 | · | ·
[13] COc1cc(S(=O)(=O)N2CCCN(C)CC2)ccc1NC(C)=O
  2 | 1 | 0 | 4 | -7 | -8 | -5 | -6 | 1
[14] Cc1ccc(C(=O)Nc2ccc3c(c2)ncn3C)cc1
  1 | 1 | 0 | 15 | 18 | 7 | -8 | 1 | -9
[15] COc1ccc(OC)c(NC(=O)C2CC2c2ccccc2)c1 (stereo not given)
  -1 | 0 | -2 | 4 | 3 | -12 | 4 | -18 | -12

# Three entries from above, ordered by the number in SENP6 block, falling:
cpd	canonical_smiles	SENP6 block
1	CCN(C(=O)COC(=O)c1ccc(N2C(=O)c3ccccc3C2=O)cc1)C1CCS(=O)(=O)C1 (stereo not given)	19
10	O=C(NC(=S)N1CCCCC1CO)C12CC3CC(CC(C3)C1)C2 (stereo not given)	0
4	CNC(=S)Nc1sc2c(c1C(=O)OC)CCC2	-15

# Following part:
# Order of values: UBC13 inh | SENP1 inh | MIN6 prolif | SENP8 block-1 | PfGluPho inh | SENP6 block | HKDC1 inh | SENP7 block | SENP8 block-2
[16] COc1ccccc1CNC(=O)C(NC(=O)c1ccccc1C)C(C)C (stereo not given)
  7 | -1 | -4 | 10 | 10 | -7 | -14 | 1 | -3
[17] Cc1ccc2c(CC(=O)N3CCN(S(=O)(=O)c4ccccc4)CC3)coc2c1
  -2 | -3 | -4 | -10 | -6 | -8 | -2 | -12 | -7
[18] COc1ccc2nc(SCC(=O)Nc3ccc4c(c3)OCCO4)[nH]c2c1
  11 | 0 | -3 | 12 | -12 | -4 | 4 | -5 | -2
[19] COc1ccc(C(=O)C(C)OC(=O)c2cccc(S(=O)(=O)Nc3c(C)n(C)n(-c4ccccc4)c3=O)c2)cc1 (stereo not given)
  7 | 0 | -4 | 6 | -30 | -7 | 5 | 2 | -4
[20] C=CCOc1ccc(C=Nc2ccc(OC)cc2)c(O)c1
  -4 | -16 | 4 | -8 | 14 | 4 | 0 | 1 | 0
[21] Cc1ccc(S(=O)(=O)N[C@H](C(=O)OCn2nnc3ccccc3c2=O)C(C)C)cc1
  -6 | 2 | -4 | 25 | 21 | -3 | -6 | -7 | -12
[22] Cc1c(CNCCc2ccc(Cl)cc2)c(C(=O)O)c(C)n1Cc1ccccc1
  3 | -6 | -1 | 10 | 20 | -7 | 6 | 2 | -4
[23] COC(=O)c1sccc1NC(=O)c1ccncc1
  -4 | 3 | 1 | 6 | -6 | -5 | -5 | -9 | -7
[24] Cc1ccc(-c2cc(C(=O)N3CCCC3)no2)cc1
  3 | 2 | -4 | 6 | -3 | 68* | 15 | 7 | 62*
[25] Cc1ccc2cc(CN(Cc3cccs3)Cc3nnnn3CC3CCCO3)c(=O)[nH]c2c1 (stereo not given)
  3 | -4 | 1 | -20 | -1 | -4 | 2 | 3 | 3
[26] Cc1ccc(SCC(=O)Nc2cccnc2)cc1
  1 | -1 | -3 | 31 | 5 | -2 | -8 | 4 | -2
[27] O=S(=O)(NC1CCN(S(=O)(=O)c2c(F)cccc2F)CC1)c1ccc2c(c1)OCCO2
  15 | -3 | -1 | 4 | 3 | -7 | -3 | -4 | 5
[28] Cc1cc(CN(C)C(=O)CC2C(=O)NCCN2CC(c2ccccc2)c2ccccc2)on1 (stereo not given)
  -2 | -8 | -1 | -28 | -18 | -16 | 13 | 1 | -3
[29] COC(=O)CN(C#N)c1nc(N(C)C)nc(N(C)C)n1
  -3 | 2 | -3 | -2 | 3 | -18 | 4 | -7 | -8
[30] CCCCCCSc1nsc(NC(=O)CC(C)C)n1
  16 | 2 | -5 | 4 | 33 | -12 | -5 | 0 | 2

# One compound at a time, as listed above. Screens in order: UBC13 inh | SENP1 inh | MIN6 prolif | SENP8 block-1 | PfGluPho inh | SENP6 block | HKDC1 inh | SENP7 block | SENP8 block-2
# Record of O=C(NC(=S)N1CCCCC1CO)C12CC3CC(CC(C3)C1)C2 (stereo not given) → -10 | 0 | -1 | -2 | 5 | 0 | -4 | -1 | 1
# Record of COc1ccc(-c2nnc(-c3ccc(N(C)C)cc3)o2)cc1 → 9 | -8 | -2 | -304 | 5 | 3 | -8 | 4 | -10
# Record of Cc1cc(-c2ccccc2)c(C#N)c(=S)[nH]1 → · | -5 | · | 9 | 45 | · | -2 | · | ·
# Record of COc1ccc2nc(SCC(=O)Nc3ccc4c(c3)OCCO4)[nH]c2c1 → 11 | 0 | -3 | 12 | -12 | -4 | 4 | -5 | -2

# (cont.)
# Order of values: UBC13 inh | SENP1 inh | MIN6 prolif | SENP8 block-1 | PfGluPho inh | SENP6 block | HKDC1 inh | SENP7 block | SENP8 block-2
[31] COc1ccc(-n2nc(C(=O)NCC(=O)NCC3COc4ccccc4O3)c3ccccc3c2=O)cc1OC (stereo not given)
  -2 | 1 | -1 | -101 | 7 | 13 | -7 | 5 | 5
[32] CC1CN(CC(=O)Nc2cccc(C(=O)Nc3cccc(C(F)(F)F)c3)c2)CC(C)O1 (stereo not given)
  4 | -2 | -2 | 0 | 9 | -3 | -2 | 11 | -2
[33] O=C(c1ccc(CN2CCOCC2)cc1)N1CCN(Cc2ccccc2)CC1
  -15 | -2 | -4 | 20 | -6 | -15 | -3 | -8 | -5
[34] COc1ccc2c(c1OC)C(=O)N1c3ccccc3SC21 (stereo not given)
  3 | -1 | 3 | -307 | 3 | 50* | 5 | 12 | 28
[35] Cn1nc(C(=O)Nc2ccccc2)c2c1-c1ccccc1S(=O)(=O)C2
  -1 | 1 | 0 | 1 | -4 | 9 | -4 | 1 | 3
[36] CCn1c2ccccc2c2cc(NC(=O)CSc3nccc(=O)[nH]3)ccc21
  -18 | 7 | -7 | -63 | -8 | 2 | -3 | -6 | -6
[37] CCC(C)c1ccc(S(=O)(=O)N2CC(=O)Nc3ccccc32)cc1 (stereo not given)
  -2 | 0 | 0 | 22 | 9 | 6 | -4 | 0 | -11
[38] Nc1nc(N)nc(-c2ccccn2)n1
  -13 | 1 | -1 | 33 | 12 | 26 | -4 | 5 | 4
[39] O=C(CSc1n[nH]c(-c2ccc(S(=O)(=O)NC3CCCCC3)cc2)n1)N1CCCC1
  12 | -1 | -2 | -257 | -32 | 14 | -1 | 0 | 1
[40] O=C(NCC1CCCO1)c1cc(S(=O)(=O)N2CCOCC2)ccc1Cl (stereo not given)
  1 | 2 | 3 | 10 | -13 | -5 | 4 | 1 | -2
[41] Nc1nnc(CC(=O)N/N=C/c2ccccc2OCc2ccccc2F)s1
  7 | 1 | 0 | 2 | 4 | -7 | -1 | -1 | 4
[42] COC(=O)CCN1CCC(C(N)=O)CC1
  3 | 0 | 2 | 6 | 4 | -13 | -1 | -3 | -7
[43] CSc1nc(Cc2ccccc2)nc2ccccc12
  28 | 1 | -1 | 8 | -12 | -8 | -9 | -15 | -5
[44] COc1cc(O)cc2occ(-c3ccc(O)cc3)c(=O)c12
  3 | -1 | -2 | 12 | 11 | -20 | -6 | -26 | -24
[45] COc1ccccc1CNC(=O)c1c(O)c2cc(OC)c(OC)cc2[nH]c1=O
  21 | 1 | 1 | i | -11 | -5 | -3 | 5 | -1

# Assay outcomes as filed in PubChem.
